# NS3 helicase inh – inhibitors of Hepatitis C virus NS3 helicase; NS3 helicase DNA unwinding, Cy5 molecular beacon fluorescence; inhibition, % at 10.9 µM; 290,000 compounds, 0.56% hits;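 active means inhibition above the mean of all tested compounds plus 3 SD, set per campaign, cut at about 35% in these data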;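 further: 0% = DMSO wells and 100% = thioflavine S control wells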
#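 Control set: DMSO versus 110 µM thioflavine S; Material: NS3 helicase fragment of HCV; Measured by: Cy5 fluorescence at 0 and 60 min, beacon hairpin quenching; Read-out basis: percent inhibition from t60/t0 fluorescence ratio; Times: reaction time 60 min, 25 °C; Repeats: single replicate; Compound dosing: single dose, 10.9 µM nominal final, DMSO 0.8% final.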
# IDE cell inh – inhibitors of human insulin-degrading enzyme in cells; HEK cells, FAbetaB cleavage, fluorescence polarization; inhibition, % at 5.59 µM; 320,000 compounds, 0.41% hits;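 active means percent inhibition above the average of all tested compounds plus 3 SD, set per screening campaign, cut at about 16% in these data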;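 further: IDE supplied by intact live HEK cells; FP after avidin binding of uncleaved biotin substrate so inhibition keeps polarization high; 0% = DMSO wells and 100% = 60 µM reference IDE inhibitor Ii1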
# Target sequence (P14735 whole entry, looked up): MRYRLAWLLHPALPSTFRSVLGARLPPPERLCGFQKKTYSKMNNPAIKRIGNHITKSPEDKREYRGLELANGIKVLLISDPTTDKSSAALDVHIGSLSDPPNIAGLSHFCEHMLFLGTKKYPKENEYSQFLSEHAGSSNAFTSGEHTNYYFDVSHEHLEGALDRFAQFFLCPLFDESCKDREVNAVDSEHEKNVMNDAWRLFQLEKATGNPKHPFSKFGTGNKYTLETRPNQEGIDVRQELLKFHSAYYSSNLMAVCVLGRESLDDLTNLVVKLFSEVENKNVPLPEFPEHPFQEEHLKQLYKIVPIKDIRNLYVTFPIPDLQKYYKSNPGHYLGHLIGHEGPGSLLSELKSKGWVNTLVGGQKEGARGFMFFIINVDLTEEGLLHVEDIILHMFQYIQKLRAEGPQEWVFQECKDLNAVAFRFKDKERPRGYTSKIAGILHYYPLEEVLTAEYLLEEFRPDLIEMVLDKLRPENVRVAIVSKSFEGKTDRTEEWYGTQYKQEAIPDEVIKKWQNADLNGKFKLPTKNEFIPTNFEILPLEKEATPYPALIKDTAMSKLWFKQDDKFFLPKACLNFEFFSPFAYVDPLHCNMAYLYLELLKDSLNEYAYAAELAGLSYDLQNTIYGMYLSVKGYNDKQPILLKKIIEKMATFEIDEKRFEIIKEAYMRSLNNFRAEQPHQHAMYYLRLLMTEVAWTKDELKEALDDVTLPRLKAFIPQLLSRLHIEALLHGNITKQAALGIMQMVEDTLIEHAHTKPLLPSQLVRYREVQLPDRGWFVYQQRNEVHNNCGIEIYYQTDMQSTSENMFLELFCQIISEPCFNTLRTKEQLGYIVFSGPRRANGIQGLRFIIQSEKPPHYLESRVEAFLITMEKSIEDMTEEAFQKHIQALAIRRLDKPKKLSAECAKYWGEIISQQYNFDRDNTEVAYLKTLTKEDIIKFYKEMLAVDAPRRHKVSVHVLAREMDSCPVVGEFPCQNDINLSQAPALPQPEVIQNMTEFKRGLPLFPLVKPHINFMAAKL
# VIM-2 inhibitor – inhibitors of Pseudomonas aeruginosa VIM-2 metallo-beta-lactamase; purified VIM-2, nitrocefin hydrolysis, epi-absorbance fluorescence; inhibition, % at 5.6 µM; 290,000 compounds, 0.89% hits; AID 1527;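 active means inhibition above the mean of all tested compounds plus 3 SD, cutoff set per screening run, cut at about 7.5% in these data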;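 further: red hydrolysis product quenches plate fluorescence so inhibitors raise well fluorescence; 0% = enzyme with DMSO and 100% = DMSO without enzyme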
# p-CIP stab down – lowers stability of the mouse p/CIP coactivator protein; Q05BA5; F442A p/CIP-EGFP cells, EGFP fluorescence, 16 h; decrease of EGFP signal, % at 10 µM; 290,000 compounds, 0.01% hits; AID 1984;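 active means EGFP signal decrease of at least 30% at 10 µM or well 3 SD below plate mean, unless failing retest; inactive means the rest, including hits failing retest or dose response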; further: some compounds called inactive have numbers as strong as hits; many of its hits are not listed in these tables
# UBC9 SUMO inh – blocks human SUMOylation mediated by UBC9; HTRF SUMOylation assay, SAE1/SAE2 + UBC9, in vitro; 290,000 compounds, 0.36% hits; inhibition, % at 35 µM; P63279; in the data active means inhibition above about 50%, passing the limit was not always enough; further: strong numbers were not always called active
# PfM18AAP inh – blocks P. falciparum M18 aspartyl aminopeptidase. recombinant PfM18AAP, H-Glu-NHMec fluorogenic cleavage. inhibition, % at 7.35 µM. 290,000 compounds, 1.2% hits;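 active means inhibition above the campaign mean inhibition over all tested compounds plus 3 SD, cut at about 28% in these data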;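 further: 0% = plate median of test compound wells and 100% = 2 mM ZnCl2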
# IDE act – IDE (human) activation, cell-based | HEK cells, FAbeta-B cleavage, fluorescence polarization; 0% vehicle, 100% cell-free pure enzyme wells | 340,000 compounds, 0.073% hits | AID 493087 | activation, % at 5.96 µM | P14735;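 active means activation above the mean of all tested compounds plus 3 SD, set per screening campaign, cut at about 17% in these data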
# IMP-1 inhibitor – blocks Pseudomonas aeruginosa IMP-1 metallo-beta-lactamase | purified IMP-1, nitrocefin hydrolysis, epi-absorbance fluorescence | 290,000 compounds, 0.45% hits | inhibition, % at 5.6 µM;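 active means inhibition above the mean plus 3 SD of all compounds in the same screening run, cut at about 4.5% in these data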;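 further: 0% = IMP-1 with DMSO and 100% = DMSO wells lacking enzyme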
#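 System – purified recombinant IMP-1 beta-lactamase · Input – IMP-1 dispensed at 0.2 nM · Timing – 15 min preincubation plus 25 min reaction at 25 °C · Signal – Epi-absorbance fluorescence, 480 nm excitation, 530 nm emission · Measure – percent IMP-1 inhibition derived from blank-referenced optical density · Controls – Enzyme-plus-DMSO low control, enzyme-free DMSO high control · Replication – singlicate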
# DNA FID counter – displaces DNA intercalator in HCV helicase counter-screen | DNA fluorescent intercalator displacement, fluorescence | AID 1845 | inhibition, % at 7.9 µM | 290,000 compounds, 0.17% hits; in the data active means inhibition above about 37%;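 further: 0% = vehicle and 100% = reference compound; higher means more ethidium bromide displaced from hairpin DNA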
# Starred values were filed as active, the others as inactive; x = not tested or not shown.
SMILES,NS3 helicase inh,IDE cell inh,VIM-2 inhibitor,p-CIP stab down,UBC9 SUMO inh,PfM18AAP inh,IDE act,IMP-1 inhibitor,DNA FID counter
Cc1ccc(S(=O)(=O)CC2CSc3nnc(C)c(=O)n32)cc1 (configuration not stated),-11,2,-1.9,-11,3,-5,1,-4.7,-3
O=C(c1ccc(Cl)nc1)N1CCc2ccccc2C1,2,2,0.3,-4,26,-2,5,-0.2,-3
COc1ccc(OC(=O)C2CC(=O)N(c3ccc(C)cc3)C2)cc1 (configuration not stated),-7,2,-2.9,-25,19,2,4,-3.2,-15
CCNC(=O)COC(=O)c1ccc(-c2nc3ccccc3s2)s1,16,0,-3.1,-7,34,-9,6,-2.5,-2
O=C(Cn1ncc(Cl)c(Cl)c1=O)N1CCN(S(=O)(=O)c2ccc3ccccc3c2)CC1,-5,-2,-2.2,-16,-20,-2,-3,-3.5,-20
Cc1nc([N+](=O)[O-])c(N2CCN(C)CC2)n1Cc1ccccc1,6,0,-1.8,1,11,-3,4,-0.1,3
CCCCn1cnc2c1c(=O)n(C)c(=O)n2C,-6,-2,-0.3,13,15,-3,2,-2.7,4
N#CC1(Cc2ccc([N+](=O)[O-])cc2)c2ccccc2C=CN1C(=O)c1ccccc1 (configuration not stated),-5,-1,-0.8,-3,16,3,4,-2.2,-3
O=C1CC(N2CCN(c3nc4ccccc4s3)CC2)C(=O)N1c1ccc(F)cc1 (configuration not stated),-8,7,0.4,-1,4,-11,-9,-2.3,-31
COCCNC(=O)CN(C(=O)CCC(=O)Nc1ccccn1)c1ccc(F)cc1,-1,2,-0.6,-4,1,7,6,-2.6,-7
CCCCNCCCOc1ccc(C)cc1Br,-8,10,-2.9,-26,7,-5,5,-2.2,28
COc1ccc(S(=O)(=O)N2CCN(C(=O)CN3C(=O)NC4(CCCC4)C3=O)CC2)cc1,-1,-1,-0.3,-6,7,-4,1,-1.4,-14
COc1ccc(OC2CCN(S(=O)(=O)c3cccc(F)c3)CC2)cc1,-5,5,0.8,1,-8,-2,4,-0.6,-21
O=C(CSC1=Nc2ccccc2C2=NC(CC(=O)NCc3ccco3)C(=O)N12)NCC1CCCO1 (configuration not stated),8,4,-1.3,-10,16,-2,4,-1.8,-10
OCCCNC(=S)Nc1ccc2nccnc2c1,-2,-1,-0.8,-1,23,1,-2,-2.1,-1
COc1ccc(NCC(=O)Nc2ccc(Cl)cc2C)c(OC)c1,26,-5,-2.4,-19,13,4,-3,-3.2,-6
O=c1oc2ccccc2n1Cc1ccccc1F,8,1,-3.1,-2,2,4,3,-3.1,-5
c1ccc2c(N3CCOCC3)c3c(nc2c1)CCC3,4,6,2.5,-9,19,4,2,-1.4,-1
COC(=O)c1ccc(CSc2nnc(-c3ccccc3)n2C)o1,-13,2,-1.3,-8,-8,2,1,-1.1,-13
CN(c1ccc2nc3ccccc3c(=O)n2n1)C1CCCCC1,2,9,-0.1,-5,11,7,1,-2.2,-14
O=C(O)CCC(=O)N1CCN(c2nc(-c3ccccc3)c3cc(Br)ccc3n2)CC1,16,-2,1.5,-21,10,4,2,-4.5,-49
CCOC(=O)C1CCN(C(=O)CSc2nc(N)cc(=O)[nH]2)CC1,8,-1,-0.9,3,-1,2,3,-1.8,-8
CCC(CO)NCC#Cc1ccccc1 (configuration not stated),-1,-5,-2.6,-3,3,4,2,-3.2,-6
COc1cccc(-c2nc(CS(=O)(=O)CC(=O)N3CCCCC3)c(C)o2)c1,10,0,-1.1,-8,14,-3,0,-3.4,-36
CCN(C(=O)C1CCCCC1)c1nnc(-c2cccnc2)s1,0,0,2.5,4,5,-20,3,1.1,-21

# Full records, looked up by structure. Screens in order: NS3 helicase inh	IDE cell inh	VIM-2 inhibitor	p-CIP stab down	UBC9 SUMO inh	PfM18AAP inh	IDE act	IMP-1 inhibitor	DNA FID counter
# Cc1nc([N+](=O)[O-])c(N2CCN(C)CC2)n1Cc1ccccc1 across the screens: 6	0	-1.8	1	11	-3	4	-0.1	3
# O=C(O)CCC(=O)N1CCN(c2nc(-c3ccccc3)c3cc(Br)ccc3n2)CC1 across the screens: 16	-2	1.5	-21	10	4	2	-4.5	-49
# O=C(c1ccc(Cl)nc1)N1CCc2ccccc2C1 across the screens: 2	2	0.3	-4	26	-2	5	-0.2	-3

# Following part:
SMILES,NS3 helicase inh,IDE cell inh,VIM-2 inhibitor,p-CIP stab down,UBC9 SUMO inh,PfM18AAP inh,IDE act,IMP-1 inhibitor,DNA FID counter
CCOC(=O)N1CCC(NS(=O)(=O)c2ccc3c(c2)CCN3C(C)=O)CC1,0,3,-2.1,0,4,9,6,-1.4,-9
C=CCc1ccc(OCCOCCOc2ccccc2[N+](=O)[O-])c(OC)c1,-13,-4,-4.6,2,-33,-3,-2,-4.3,-19
CC(=O)NC(C)C(=O)OCC(=O)c1ccc(Cl)s1 (configuration not stated),7,3,-5.6,-2,6,-3,-2,-3.3,0
Cn1c(C(=O)N2CCCc3ccccc32)cc2sccc21,-10,-3,-2.0,-16,-13,-4,-1,-2.0,-13
O=Cc1ccc(OC(=O)c2cc(Cl)nc3ccccc23)cc1,-5,0,-1.4,3,-14,-1,6,-0.6,3
CCOC(=O)C1CCN(c2c(NCc3ccc(C(=O)N(C)Cc4ccccc4)cc3)c(=O)c2=O)CC1,-1,2,1.6,-9,19,2,-3,-4.5,-26
Cc1ccc(NC(=S)N(CCN(C)C)C(C)c2ccco2)cc1Cl (configuration not stated),-4,-6,-1.9,-20,3,6,1,-2.1,4
COc1cc(OC)cc(C(=O)Nc2ccc3nc4n(c(=O)c3c2)CCCCC4)c1,-5,-1,-0.9,-10,27,-4,-8,-1.1,-32
COc1ccccc1N1CCN(c2cnccn2)CC1,17,2,-1.7,7,18,-2,2,-2.3,-16
CC(=O)c1cccc(NC(=O)c2ccccc2N(C)S(=O)(=O)c2ccc(C)cc2)c1,0,7,-0.6,-4,10,-3,7,-1.6,-33
Cc1ccccc1CC(=O)Nc1cccnc1,1,6,-3.4,-18,4,-10,3,-2.8,-3
CCCCOCP(=O)(CC)COCCCC,7,4,-2.9,-9,19,-1,8,1.9,-4
Cc1cnc(C(=O)OCC(=O)NC2CCCCC2)cn1,6,3,-2.3,0,7,0,3,-3.4,-5
Cc1ccc(C(=O)CSc2nnc(-c3ccncc3)n2C)cc1,2,-1,-1.4,-7,14,-7,-2,-0.5,-6
CCOc1cc(C(=O)NC2=NCCS2)cc(OCC)c1OCC,-1,6,-1.4,4,11,-4,0,0.0,-25
COCCCNC(=O)C1CC(=O)N(Cc2ccc(OC)cc2)C1 (configuration not stated),-2,6,0.1,-4,2,10,-5,-0.5,-4
C=CCN(c1ccccc1)S(=O)(=O)c1cccc(C(=O)NCC2CCCO2)c1 (configuration not stated),-4,0,-3.0,2,9,-1,3,-3.5,-21
CC(C)(C)NC(=O)c1ccc(COc2ccc(Cl)cc2Cl)o1,-9,7,-1.0,-11,3,2,1,-2.0,-24
C=CCOC(=O)C1C(=O)CC(C)(O)C(C(=O)OCC=C)C1c1ccc(OCC)cc1 (configuration not stated),4,-2,-2.7,-4,-12,-7,5,-3.2,-36
CCCCN(CCCC)CC(O)COc1ccc(Br)cc1 (configuration not stated),0,1,-1.9,-7,4,0,5,-3.8,25
CCCCCC(=O)Nc1cc2[nH]c(=O)cc(COC)c2cc1C,1,-2,1.2,-29,-17,-1,-3,1.5,-9
c1ccc(-c2nc(C3CCCCC3)no2)cc1,-2,3,-2.1,0,-3,1,8,-6.0,2
NNC(=O)c1ccc(COc2ccccc2)cc1,-7,-4,-5.2,-9,-4,-7,-4,-3.8,-8
Clc1cccc(Cl)c1Cn1c(-c2cccnc2Cl)nc2ccccc21,-9,-1,0.0,-17,2,0,5,-1.8,-28
O=CNCCCc1nc2ccccc2n1Cc1cccc2ccccc12,0,1,-4.5,-9,-3,0,2,-5.8,-31
# The list goes on:
SMILES,NS3 helicase inh,IDE cell inh,VIM-2 inhibitor,p-CIP stab down,UBC9 SUMO inh,PfM18AAP inh,IDE act,IMP-1 inhibitor,DNA FID counter
Cc1ccc(C(=O)NC(=S)Nc2nc(-c3cccc([N+](=O)[O-])c3)cs2)c(Cl)c1,-5,-1,2.3,-3,23,-5,7,0.8,-2
Cc1cccc(OC(=O)CCN2C(=O)C3C4C=CC(C5CC45)C3C2=O)c1C (configuration not stated),10,0,-4.1,12,-7,4,1,-3.9,-24
Cc1cc(C)n(CCc2nc(-c3ccc(C(C)(C)C)cc3)cs2)n1,-9,-4,-2.0,-13,-25,-6,2,-2.7,-27
Cc1oc2c(c1C(=O)NCc1cc(C(=O)O)co1)CCCC2,4,-3,0.1,-5,6,-1,-2,-0.3,2
CCn1c(SCC(=O)Nc2nnc(C)s2)nnc1-c1ccco1,-8,2,-1.4,-3,16,-3,-5,-2.8,-10
Cn1c(=O)n(C)c2cc(C(=O)Nc3ccc(Br)cc3)ccc21,8,15,-4.1,-5,-17,1,-2,-3.9,-17
Cc1cc(C(=O)CSc2nc(N)cc(=O)[nH]2)ccc1F,-4,-3,-1.2,-8,12,4,0,-2.3,-3
CCCCc1ccc(NC(=S)NCCc2ccc(F)cc2)cc1,1,-2,-3.6,5,-21,9,3,-3.0,-17
Nc1nc2ccc(Oc3ccccc3)cc2s1,-15,x,-3.4,-7,-5,2,-4,2.8,1
NS(=O)(=O)c1cccc(NS(=O)(=O)c2cccc(C(F)(F)F)c2)c1,0,-1,-2.1,0,12,-3,5,-1.0,0
CC1(C)CC(NCc2ccccc2)CCO1 (configuration not stated),1,7,-2.0,10,6,2,2,-4.9,13
COc1c(S(=O)(=O)NCCN2CCOCC2)ccc(Cl)c1Cl,7,-1,-0.8,-6,16,-3,2,0.6,2
CCOC(=O)c1sc2cc([N+](=O)[O-])cc(SCC(C)C)c2c1N,0,4,-2.6,-124,18,-13,3,-1.1,-2
O=C(c1nc2ccccn2c1CN1CCCC(O)C1)N1CCN(C2CCCCC2)CC1 (configuration not stated),1,-1,0.6,7,-2,-1,9,-2.1,-2
OCC1(O)OC[C@@H](O)[C@H]1O (some centres not stated),x,3,x,8,4,x,4,x,x
CN(C)CCCN(C(=O)c1ccc(S(=O)(=O)N(C)C)cc1)c1nc2ccc(F)cc2s1,-4,0,-1.6,-6,12,-15,5,-1.8,10
Cc1ccc(Cl)cc1NC(=O)c1ccccc1OCC(=O)Nc1ccc(Cl)cc1,-2,3,-1.4,-1,5,-2,4,0.4,2
Cc1ccc([N+](=O)[O-])cc1S(=O)(=O)NCCc1cn2ccccc2n1,-1,1,-1.5,5,-19,-2,2,-2.4,3
CCN(CC)C(=O)Cn1c(=O)n(C)c2ccccc21,6,1,-2.0,-4,-2,9,1,-3.9,-3
CC(=O)Nc1ccc(Nc2ccc3c4c(cc(=O)n3C)-c3ccccc3C(=O)c24)cc1,1,4,-2.9,-8,20,-9,5,-2.4,4
COc1ccc(CCNC(=O)C(=O)NCC2OCCCN2S(=O)(=O)c2cc(C)ccc2C)cc1 (configuration not stated),-13,6,-1.3,-18,0,-2,2,-3.9,-41

# No enrichment for hits; overall some 3.6% were active at least once.
